Compound activity from PubChem.
STEP inh = STEP phosphatase inhibitors, primary screen, biochemical, fluorescence intensity, uHTS; Tyrosine-protein phosphatase non-receptor type 5 (Homo sapiens), P54829; recombinant STEP, OMFP fluorogenic substrate; inhibition, % at 20 µM; 360,000 compounds, 0.25% hits; AID 588621, 2011;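 active = inhibition at 20 µM, scaled per plate between control wells, above about 37%, limit read from the data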;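 note: 0% = DMSO with enzyme and substrate and 100% = substrate only without enzyme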
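System: isolated STEP enzyme; schedule: 20 min enzyme reaction at room temperature, protected from light; medium: Bis-Tris buffer pH 6.0, 2.5 mM DTT, 0.005% Tween 20; signal: fluorescence, 480/540 nm; dosing: single compound dose of 20 µM, 1% DMSO final; also added: OMFP substrate, 25 µM final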
DNMT1 inh = human DNMT1 methyltransferase inhibitors, primary screen, biochemical, molecular beacon, fluorescence, HinP1I cleavage, uHTS; DNA (cytosine-5)-methyltransferase 1 (Homo sapiens), P26358; inhibition (reported as % activation of signal), % at 10 µM; 360,000 compounds, 0.83% hits; in the data active = inhibition above about 50%
Target sequence (P26358 504-1616 limits assumed): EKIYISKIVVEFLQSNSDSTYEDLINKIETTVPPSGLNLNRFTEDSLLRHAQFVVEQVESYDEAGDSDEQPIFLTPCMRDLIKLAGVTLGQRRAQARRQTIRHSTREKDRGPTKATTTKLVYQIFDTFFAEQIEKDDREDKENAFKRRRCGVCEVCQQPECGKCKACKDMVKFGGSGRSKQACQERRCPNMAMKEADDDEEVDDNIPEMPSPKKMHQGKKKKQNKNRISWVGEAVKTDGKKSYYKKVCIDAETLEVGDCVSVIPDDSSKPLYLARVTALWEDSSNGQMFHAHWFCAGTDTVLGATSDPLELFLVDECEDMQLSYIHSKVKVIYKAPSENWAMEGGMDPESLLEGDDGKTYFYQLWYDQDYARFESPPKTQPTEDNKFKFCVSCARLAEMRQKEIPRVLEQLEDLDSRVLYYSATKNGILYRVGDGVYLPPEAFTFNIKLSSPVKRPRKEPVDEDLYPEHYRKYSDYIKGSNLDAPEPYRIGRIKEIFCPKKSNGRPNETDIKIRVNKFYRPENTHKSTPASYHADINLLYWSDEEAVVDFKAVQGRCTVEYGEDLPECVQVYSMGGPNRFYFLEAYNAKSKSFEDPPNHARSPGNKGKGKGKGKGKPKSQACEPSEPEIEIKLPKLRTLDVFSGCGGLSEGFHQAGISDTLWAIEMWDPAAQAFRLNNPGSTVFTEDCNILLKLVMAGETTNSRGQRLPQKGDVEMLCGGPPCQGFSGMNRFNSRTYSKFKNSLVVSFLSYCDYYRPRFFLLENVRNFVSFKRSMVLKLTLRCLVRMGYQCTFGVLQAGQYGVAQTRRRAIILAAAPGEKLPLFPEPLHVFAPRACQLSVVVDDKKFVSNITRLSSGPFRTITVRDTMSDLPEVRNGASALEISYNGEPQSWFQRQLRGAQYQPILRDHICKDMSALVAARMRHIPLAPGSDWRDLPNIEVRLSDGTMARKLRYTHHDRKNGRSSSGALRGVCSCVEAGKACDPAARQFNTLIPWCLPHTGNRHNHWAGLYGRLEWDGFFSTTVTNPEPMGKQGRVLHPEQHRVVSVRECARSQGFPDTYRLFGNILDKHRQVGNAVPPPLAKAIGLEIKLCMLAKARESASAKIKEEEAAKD
MLLE-PAM2 inh = inhibitors of PABP1 MLLE–PAM2 peptide binding, primary screen, biochemical, fluorescence polarization, FITC-PAM2, GST-MLLE | inhibition, % at 20 µM | 360,000 compounds, 0.36% hits | AID 588489, 2011; in the data active = inhibition above about 35%, passing the limit was not always enough;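 note: plate controls were DMSO wells with GST-MLLE for no effect and wells lacking GST-MLLE protein for full effect; some results filed as inactive read as strong as hits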
Rpn11 inh = Rpn11 (PSMD14) deubiquitinase inhibitors, primary screen, biochemical, fluorescence polarization, uHTS; 360,000 compounds, 0.59% hits; 26S proteasome non-ATPase regulatory subunit 14 (Homo sapiens), O00487; calls only at 20 µM; human 26S proteasome, Ub4-pepOG fluorescence polarization; 20S core pre-blocked with epoxomicin;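 active = inhibition at 20 µM, scaled to each plate's controls, above about 33%, limit read from the data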
NadD inh = inhibitors of S. aureus NadD, primary screen, biochemical, colorimetric, uHTS. AID 602399, 2012. inhibition, % at 20 µM. purified NadD enzyme, colorimetric absorbance read-out. 360,000 compounds, 0.78% hits. Nicotinate-nucleotide adenylyltransferase NadD (Staphylococcus aureus N315); in the data active = inhibition above about 26%; note: some compounds past the cut are filed as inactive
Scp1 inh = Scp-1 phosphatase inhibitors, primary screen, biochemical, colorimetric, uHTS. Recombinant Scp1, phosphopeptide, malachite green phosphate absorbance. AID 493091, 2011. 340,000 compounds, 0.88% hits. inhibition, % at 20 µM. Carboxy-terminal domain RNA polymerase II polypeptide A small phosphatase 1 (Homo …;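 active = inhibition above about 50% at 20 µM, limit read from the data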;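 note: plate controls were DMSO wells with enzyme for no effect and wells lacking enzyme for full effect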
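System: SCP-1 catalytic domain; Reagent: Phospho 17-mer peptide substrate; Doses: one concentration, 20 µM, with 1.0% DMSO; Incubation: 45 min room-temperature reaction, 5 min colour, 30 min stabiliser; Signal: Phosphate-binding colour reagent, absorbance read at 630 nm.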
CSN deneddyl inh = inhibitors of CSN-mediated cullin deneddylation, primary screen, biochemical, fluorescence polarization, uHTS; COP9 signalosome complex subunit 5 (Homo sapiens), Q92905; Purified CSN, SCF-Nedd8-OG deneddylation; inhibition, % at 12.5 µM; 360,000 compounds, 0.38% hits; AID 651999, 2013;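 active = pattern-corrected inhibition above about 35%, with an unprinted fluorescence ratio check between 0.5 and 1.5, limit read from the data, passing the limit was not always enough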;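 note: 0% = enzyme with substrate and 100% = substrate without enzyme; some results filed as inactive read as strong as hits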
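Schedule: reaction 90 min, room temperature / Assay system: HEK293T-derived human Csn5 enzyme / Input: Csn5 at 0.24 nM final / Measure: inhibition of Csn5 cleavage, % / Control set: substrate-only high control, full reaction low control / Technique: fluorescence polarization of the substrate / Buffer or medium: Tris/NaCl/DTT buffer, pH 7.5 / Reagent: SCFSkp2-Nedd8OG substrate at 10 nM final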
TbMetRS inhib = T. brucei MetRS inhibitors, primary screen, biochemical, luminescence | methionyl-tRNA synthetase (Trypanosoma brucei brucei) | purified T. brucei MetRS, ATP depletion, Kinase-Glo luminescence | inhibition, % at 11.9 µM | 360,000 compounds, 0.4% hits;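 active = inhibition above a per-plate cutoff of the control wells' mean inhibition plus 3 SD, cut at about 5.5% in these data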;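 note: 0% = DMSO wells median and 100% = median of wells with control inhibitor compound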
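Material: parasite MetRS enzyme / Replication: singlicate, one well per compound / Signal: luminescence of leftover ATP / Schedule: 2 h aminoacylation at 25 °C after 15 min preincubation / Medium: HEPES-MgCl2-KCl buffer plus DTT, spermine, BSA, pyrophosphatase / Doses: 11.9 µM single point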
SUMO1 PPI mod = modulators of SUMO1 protein-protein interactions, primary screen, biochemical, uHTS | Small ubiquitin-related modifier 1 (Homo sapiens), P63165 | SUMO1 binding to a labelled peptide, TR-FRET, 1 h | inhibition, % at 20 µM | 360,000 compounds, 0.33% hits | AID 602429, 2012; in the data active = inhibition above about 37%
LMPTP inh = LMPTP phosphatase inhibitors, primary screen, biochemical, fluorescence intensity, uHTS | 360,000 compounds, 0.22% hits | AID 651560, 2012 | Low molecular weight phosphotyrosine protein phosphatase (Homo sapiens), P24666 | inhibition, % at 20 µM | recombinant LMPTP-A, OMFP fluorogenic substrate;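 active = compounds that cut the enzyme signal by at least half of the control window in the single-dose screen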;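 note: plate controls were DMSO wells with enzyme plus substrate for no effect and substrate without enzyme for full effect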
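test system = LMPTP-A | amount = 0.625 nM LMPTP-A final | reagent = fluorogenic phosphatase substrate OMFP at 400 µM final | incubation = 50 min at room temperature | benchmarks = no-enzyme low control, uninhibited high control | medium = Bis-Tris pH 6.0, DTT, detergent | signal = fluorescence intensity of OMFP turnover product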
* hit, by the source's call; i = inactive; . = not tested or not shown; + = active, no number.

# | SMILES | STEP inh | DNMT1 inh | MLLE-PAM2 inh | Rpn11 inh | NadD inh
1 | Cc1cccc(C(O)C(O)c2cccc(C)n2)n1 (stereo not given) | -3 | 2 | -48 | + | 1
2 | COc1ccc(-c2cc(C3CCN(C(=O)OC(C)(C)C)CC3)[nH]n2)cc1 | -1 | 2 | 0 | i | -8
3 | C[C@@H](NC(=O)[C@@H]1CCCN1C(=O)OC(C)(C)C)c1ccccc1 | . | . | . | . | -3
4 | CC(C)NC1CS(=O)(=O)CC1O (stereo not given) | -2 | -1 | -9 | i | -6
5 | CCOC(=O)C1CCCN(C(=O)/C=C/c2ccccc2[N+](=O)[O-])C1 (stereo not given) | 0 | 3 | 16 | i | -7
6 | CCOC(=O)CN1C(=O)N[C@@H](c2cccs2)C(C(C)=O)=C1C | -3 | 1 | 3 | i | -5
7 | COc1ccc(C(CNC(=O)c2ccc(S(=O)(=O)N3CC(C)CC(C)C3)cc2)N(C)C)cc1 (stereo not given) | -1 | 2 | 9 | i | -5
8 | COc1ccc(Cl)cc1NC(=O)CS(=O)(=O)c1cccc2nsnc12 | 0 | -3 | 11 | i | -9
9 | O=C(Cn1nc(C(=O)O)c2ccccc2c1=O)NCCC1=CCCCC1 | -5 | 0 | -6 | i | -4
10 | COc1ccc(CN2C(=O)CCC2(C)C(=O)NC2CCCC2)c(OC)c1 (stereo not given) | -2 | -2 | -8 | i | -6

# | Scp1 inh | CSN deneddyl inh | TbMetRS inhib | SUMO1 PPI mod | LMPTP inh
1 | -8 | 6 | -0.1 | 2 | 1.6
2 | -2 | 2 | -0.6 | -1 | -0.5
3 | . | 2 | -0.9 | 0 | -1.5
4 | -5 | 6 | -1.5 | 2 | -1.5
5 | 24 | -6 | 0.2 | -18 | -0.8
6 | -9 | 2 | -0.4 | 1 | -0.1
7 | 13 | -2 | -0.3 | -2 | 0.9
8 | -1 | 1 | 0.1 | -27 | -0.1
9 | 2 | -4 | -0.4 | 2 | -0.9
10 | -7 | -2 | -0.7 | 2 | -2.9

Next section, starting with the last 3 of the part before.
# | SMILES | STEP inh | DNMT1 inh | MLLE-PAM2 inh | Rpn11 inh | NadD inh
8 | COc1ccc(Cl)cc1NC(=O)CS(=O)(=O)c1cccc2nsnc12 | 0 | -3 | 11 | i | -9
9 | O=C(Cn1nc(C(=O)O)c2ccccc2c1=O)NCCC1=CCCCC1 | -5 | 0 | -6 | i | -4
10 | COc1ccc(CN2C(=O)CCC2(C)C(=O)NC2CCCC2)c(OC)c1 (stereo not given) | -2 | -2 | -8 | i | -6
11 | Cc1nn(-c2ccccc2)c(Cl)c1C(=O)Nc1ccccc1 | 0 | 1 | -1 | i | -1
12 | Cc1ccc(-c2nnn(CC(=O)N(c3ccccc3)C(C(=O)NCC3CCCO3)c3ccc(Cl)cc3)n2)cc1 (stereo not given) | 1 | 18 | 3 | i | 3
13 | Cn1c(/C(C#N)=C(\O)c2ccc(S(=O)(=O)N3CCCCC3)cc2)nc2ccccc21 | 1 | 4 | -2 | i | 6
14 | CC(C)C#Cc1cnc2c(c1)C(=O)N([C@@H](C)CO)C[C@@H](C)[C@H](CN(C)Cc1cccc(F)c1)O2 | -1 | -3 | 1 | i | 3
15 | Cc1ccc(S(=O)(=O)c2nc(Nc3ccccc3C#N)sc2Cl)cc1 | 0 | 7 | -56 | i | 3
16 | Cc1onc(-c2ccccc2)c1C(=O)Nc1nc2c(s1)C(=O)CC(C)(C)C2 | 1 | -3 | -17 | + | -3
17 | O=C(Nc1ccccc1)c1ccccc1CC[N+](=O)[O-] | 3 | -1 | 3 | i | -6
18 | O=C(NCN1CCN(c2ccccc2)CC1)c1cnccn1 | 1 | -1 | -5 | i | -2
19 | CC(=O)c1ccc(OCC(O)CN2CCN(CC(O)COc3ccc(C(C)=O)cc3)CC2)cc1 (stereo not given) | 0 | -2 | 2 | i | 0
20 | NC(=O)c1ccc(NC(=O)COC(=O)CCCN2C(=O)c3cccc4cccc(c34)C2=O)cc1 | -1 | 0 | 17 | i | 4

# | Scp1 inh | CSN deneddyl inh | TbMetRS inhib | SUMO1 PPI mod | LMPTP inh
8 | -1 | 1 | 0.1 | -27 | -0.1
9 | 2 | -4 | -0.4 | 2 | -0.9
10 | -7 | -2 | -0.7 | 2 | -2.9
11 | -11 | 2 | -0.1 | 0 | -0.9
12 | 0 | -1 | -0.7 | -1 | 2.0
13 | -8 | 5 | 0.0 | -1 | -0.3
14 | . | -1 | -1.1 | 3 | -0.6
15 | -10 | 3 | 0.2 | -5 | -0.6
16 | -7 | -5 | -0.3 | -4 | -0.5
17 | -7 | 1 | -0.8 | -2 | -1.8
18 | -16 | 1 | -0.4 | -1 | -1.3
19 | -2 | 0 | 0.2 | -2 | -1.1
20 | 2 | 2 | -1.5 | -19 | -0.9

Carrying on.
# | SMILES | STEP inh | DNMT1 inh | MLLE-PAM2 inh | Rpn11 inh | NadD inh
21 | CCOc1cc(N2CCOCC2)c(OCC)cc1NC(=O)COC(=O)COc1cc(C)cc(C)c1 | 0 | -3 | -2 | i | -1
22 | COc1ccc(S(=O)(=O)N2CCCCC2c2cc(C(=O)NCc3cccnc3)no2)cc1 (stereo not given) | -3 | 7 | 15 | i | 3
23 | O=C(Nc1ccccc1Cl)C1C2CCC3C(CCC21)C3(Cl)Cl (stereo not given) | 2 | 5 | -3 | i | -6
24 | CCCn1c(NCCO)nc2ccccc21 | -3 | 0 | 8 | i | 8
25 | CC(C1CC1)N(Cc1ccccc1)C(=O)NC(=O)c1ccc(F)cc1 (stereo not given) | 0 | 24 | 4 | i | 2
26 | COC(=O)c1sc(NC(=O)CSc2nnnn2-c2ccc(C)cc2C)nc1C | -8 | 8 | -2 | i | -3
27 | CC1CCC(N(C)C(=O)CN2C(=O)NC(c3ccccc3)(c3ccccc3)C2=O)CC1 (stereo not given) | 0 | 5 | 4 | i | -3
28 | CC(Sc1nnc(CN2CCCC2)n1Cc1ccccc1)C(=O)Nc1ccc(F)cc1Cl (stereo not given) | -2 | 1 | -9 | i | -9
29 | COc1cc(/C=C/C(=O)OCC(=O)N2CC(=O)Nc3ccccc32)ccc1O | 2 | -15 | 3 | i | -2
30 | CCSC1(SCC)N=C(N)C2(C#N)C(c3ccccc3)NC(C)=C(C)C12C#N (stereo not given) | -2 | -3 | -5 | i | -1

# | Scp1 inh | CSN deneddyl inh | TbMetRS inhib | SUMO1 PPI mod | LMPTP inh
21 | 3 | 3 | -0.4 | 14 | 1.0
22 | . | -3 | -0.2 | -1 | -0.1
23 | -5 | 0 | -0.7 | 2 | -0.7
24 | 7 | -3 | 0.3 | -2 | 1.1
25 | 2 | -2 | -0.9 | 1 | 0.3
26 | 4 | -2 | -1.0 | -1 | -1.3
27 | . | -3 | -0.3 | -3 | -0.5
28 | -5 | -5 | -0.3 | 2 | 0.0
29 | -2 | 3 | 0.0 | -16 | -1.0
30 | 3 | 2 | 0.3 | -2 | -0.5

Single records, from the list above.
CCOC(=O)CN1C(=O)N[C@@H](c2cccs2)C(C(C)=O)=C1C in the list: STEP inh: -3; DNMT1 inh: 1; MLLE-PAM2 inh: 3; Rpn11 inh: i; NadD inh: -5; Scp1 inh: -9; CSN deneddyl inh: 2; TbMetRS inhib: -0.4; SUMO1 PPI mod: 1; LMPTP inh: -0.1
CC(C)C#Cc1cnc2c(c1)C(=O)N([C@@H](C)CO)C[C@@H](C)[C@H](CN(C)Cc1cccc(F)c1)O2 in the list: STEP inh: -1; DNMT1 inh: -3; MLLE-PAM2 inh: 1; Rpn11 inh: i; NadD inh: 3; Scp1 inh: .; CSN deneddyl inh: -1; TbMetRS inhib: -1.1; SUMO1 PPI mod: 3; LMPTP inh: -0.6

Next part:
# | SMILES | STEP inh | DNMT1 inh | MLLE-PAM2 inh | Rpn11 inh | NadD inh
31 | O=C(Cc1nn[nH]n1)Nc1ccc(F)cc1F | 0 | 3 | 5 | i | -4
32 | O=C(O)CCC(=O)N1CCC(C(=O)c2cccc(Cl)c2)CC1 | -15 | 1 | -3 | i | 7
33 | CCc1cccc(OCC(=O)Nc2ccc(S(=O)(=O)N3CCCC3)cc2)c1 | 2 | -2 | 4 | i | -4
34 | O=C1Nc2ccccc2C12Nc1ccccc1-c1nc3ccccc3n12 (stereo not given) | 2 | -6 | -7 | i | 0
35 | CN1CCN(S(=O)(=O)c2cccc(C#N)c2)C(c2ccccc2)C1 (stereo not given) | -1 | 3 | 3 | i | 1
36 | COc1cc(C2OCC3C(c4cc(OC)c(OC)c(OC)c4)OCC23)cc(OC)c1OC (stereo not given) | 3 | 0 | 6 | i | -1
37 | O=c1cc(N2CCOCC2)[nH]c(=O)n1-c1ccc(Br)cc1 | -1 | 3 | 11 | i | -2
38 | COC(=O)Nc1[nH]ncc1[N+](=O)[O-] | 3 | -29 | 1 | i | -4
39 | COc1cccc(NC(=O)NCc2ccc(F)cc2)c1 | -1 | 0 | 5 | i | -3

# | Scp1 inh | CSN deneddyl inh | TbMetRS inhib | SUMO1 PPI mod | LMPTP inh
31 | 0 | -1 | -0.6 | 1 | -1.2
32 | -6 | -2 | -0.9 | -2 | 0.3
33 | -7 | -4 | -0.1 | 4 | 1.3
34 | -11 | 4 | -1.0 | 0 | -0.4
35 | 3 | 1 | -0.4 | 3 | -4.9
36 | 12 | 3 | -0.7 | 1 | -1.4
37 | -6 | 8 | -0.1 | 0 | 0.2
38 | -5 | -5 | -0.7 | -3 | -2.2
39 | 15 | -2 | -0.4 | 1 | -1.8

Outcome played no part in choosing rows; 3.6% or so of the library scored in one or more.
